Salmonella PhoP GFP = inhibitors of PhoP regulon expression, primary screen, Salmonella Typhimurium, GFP reporter (AID 1863); S. Typhimurium PhoP-regulated promoter GFP reporter, 4 h; higher % means a stronger effect; one-dose inhibition, % at 50 µM; IC50 in µM for titrated hits; actives 0.16% (n = 300,000);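 active = inhibition over 29.93%, a cutoff 3 SD above the screen mean, later confirmed by dose response; inconclusive = inhibition over 29.93% but no dose response follow-up; inactive = inhibition at most 29.93% or unconfirmed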;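 note: 0% = low Mg2+ inducing control and 100% = high Mg2+ repressing control; strong numbers were not always called active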
MgcRacGAP inhibition = MgcRacGAP GTPase-activating activity inhibitors, confirmation, biochemical, ADP Hunter fluorescence; MgcRacGAP-stimulated Rac1 GTP hydrolysis, ADP Hunter fluorescence; higher % means a stronger effect; GST-tagged Rac1 F28L mutant substrate; inhibition, % at 30 µM, or IC50 in µM where a hit was titrated; actives 0.6% (n = 340,000); AID 624330, 2012;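 active = first-screen hits whose inhibition reached a set limit at any dose in the follow-up dose series; inconclusive = inhibition above the set first-screen limit but never retested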;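 note: fluorescence reports GDP produced by GAP-driven GTP hydrolysis; strong numbers were not always called active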
GPR35 arrestin U2OS = GPR35 antagonists blocking zaprinast-driven arrestin recruitment, primary screen, imaging, U2OS, beta-arrestin-GFP, zaprinast agonist (AID 2058) | G-protein coupled receptor 35 (Homo sapiens) | U2OS GPR35 beta-arrestin-GFP translocation imaging, zaprinast antagonism; higher % means a stronger effect | inhibition, % at 10 µM; hits with a dose series show IC50 in µM | actives 0.052% (n = 290,000);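 active = inhibition of at least 50% with at least 30 cells and total cytoplasm GFP at most 10,000,000; inconclusive = under 30 cells or total GFP of 10,000,000 plus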
West Nile virus CPE = West Nile virus antiviral activity, cell-based, CPE readout (AID 1621). West Nile virus-infected cells, CPE inhibition; higher % means a stronger effect. CPE inhibition, % at 10 µM; hits with a dose series show IC50 in µM. actives 0.02% (n = 290,000); in the data active = a potency from the dose series; inconclusive = CPE inhibition mostly from about 3.7% at the one dose, without a potency; inactive = the rest, 99 in 100 with CPE inhibition below about 2.2%; note: strong numbers were not always called active
Dengue-2 NS5 capping = Dengue-2 NS5 methyltransferase inhibitors, primary screen, biochemical, confirmation dose response (AID 588689). Dengue-2 NS5 methyltransferase capping enzyme assay, biochemical; higher % means a stronger effect. Genome polyprotein (Dengue virus type 2 (strain 16681-PDK53)). actives 0.3% (n = 340,000). one-dose inhibition, % at 25 µM; IC50 in µM for titrated hits; in the data active = a potency from the dose series; inconclusive = inhibition above about 29% without an active follow-up result
SV40 large T antigen = SV40 large T antigen inhibitors, biochemical (AID 1903). actives 0.39% (n = 310,000). inhibition, % at 20 µM, or IC50 in µM where a hit was titrated. SV40 large T antigen ATPase/helicase inhibition assay; higher % means a stronger effect; in the data active = a potency from the dose series; inconclusive = inhibition mostly from about 32% at the one dose, without a potency; inactive = the rest, 99 in 100 with inhibition below about 32%; note: strong numbers were not always called active
LYP phosphatase = inhibitors of LYP phosphatase, biochemical, fluorescence intensity, uHTS (AID 1779); recombinant LYP phosphatase, fluorescence intensity; higher % means a stronger effect; actives 0.054% (n = 290,000); one-dose inhibition, % at 11.5 µM; IC50 in µM for titrated hits; in the data active = inhibition above about 50%;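 note: plate controls were vehicle with enzyme for no effect and no enzyme for full effect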
RSV CPE inhibition = RSV antiviral activity via CPE protection, HEp-2 cells, primary 10 µM value included (AID 2391) | HEp-2 cells, RSV-induced CPE inhibition; higher % means a stronger effect | CPE inhibition, % at 10 µM; hits with a dose series show IC50 in µM | actives 0.13% (n = 310,000); in the data active = a potency from the dose series; inconclusive = CPE inhibition mostly from about 23% at the one dose, without a potency; inactive = the rest, 99 in 100 with CPE inhibition below about 21%; note: strong numbers were not always called active
ER stress rescue = rescue of cells from ER stress-induced death, primary screen, 384-well, CSM14.1, thapsigargin, ATP luminescence (AID 1222) | CSM14.1 thapsigargin-induced death rescue, ATP luminescence; higher % means a stronger effect | cellular ATP content (survival), % at 20 µM; hits with a dose series show EC50 in µM | 190,000 tested, under 10 active;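 active = EC50 below 50 µM in the dose-response confirmation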;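 note: death triggered by thapsigargin at about 15 µM added after 2 h compound pretreatment; cell ATP read after overnight thapsigargin exposure of roughly 18 to 22 hours; normalized against plate controls of thapsigargin alone and 5% DMSO vehicle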
Dengue-2 NS5 capping pilot replicate = also measured in Dengue-2 NS5 capping; calls as there; inhibition, %; measured here: pilot screen replicate inhibition
Active calls of the source: *; ? = inconclusive; · = not tested or not shown.

SMILES	Salmonella PhoP GFP	MgcRacGAP inhibition	GPR35 arrestin U2OS	West Nile virus CPE	Dengue-2 NS5 capping	SV40 large T antigen	LYP phosphatase	RSV CPE inhibition	ER stress rescue	others
Cc1cccc(NC(=O)CNC(=O)c2ccccc2Cl)n1	-6%	8%	-13%	0.0%	-1%	6%	-4%	1.2%	·
O=C(NN=C1CCN(Cc2ccccc2)CC1)c1cccc(S(=O)(=O)Nc2ccccc2Cl)c1	-3%	-9%	4%	-0.3%	-10%	?	2%	3.0%	-1.3%
CNc1nc(OCC(F)(F)F)nc(N2CCOCC2)n1	0%	5%	2%	0.7%	2%	22%	-9%	1.3%	-0.9%
O=C(CNC(=O)C(c1ccccc1)c1ccccc1)N/N=C\c1ccc(C(=O)O)cc1	-7%	5%	-6%	0.2%	0%	2%	-6%	0.6%	·
COc1cccc(C(CC(=O)Nc2cccc3ccccc23)NC(=O)c2ccccc2)c1 (stereo not drawn)	-7%	-2%	-11%	-0.6%	-6%	9%	1%	-1.3%	-0.8%
COc1ccc(-c2nnc(SCC(=O)NCC3CCCO3)n2C)cc1 (stereo not drawn)	-3%	3%	-7%	0.2%	-1%	14%	-7%	0.8%	1.9%
Cc1ccc(NC(=O)N(CCCN2CCOCC2)Cc2cccs2)cc1C	16%	-3%	-1%	0.7%	2%	5%	-7%	-0.2%	0.1%
O=C(CN1C(=O)NC2(CCCCCC2)C1=O)Nc1ccc2c(c1)CCC2	-8%	4%	-3%	-0.9%	0%	4%	1%	2.7%	0.1%
O=C(COC(=O)c1ccccc1F)Nc1cccnc1Cl	6%	-3%	-1%	-0.2%	·	13%	-4%	1.1%	-1.0%
O=C(NCCNS(=O)(=O)c1ccc(Cl)cc1)c1cc(OCC(F)(F)F)ccc1OCC(F)(F)F	-8%	3%	-1%	-0.7%	-1%	-2%	6%	1.0%	1.3%
Cc1ccc(C)c(-c2nnc(NC(=O)CCS(=O)(=O)c3ccc(F)cc3)o2)c1	0%	6%	·	·	-5%	1%	·	-0.2%	·
CNC(=S)NNC(=O)COc1ccc(C)c(C)c1	2%	2%	-1%	-0.5%	2%	7%	-4%	1.8%	-2.8%
COC(=O)c1cccc(NC(=O)c2cnoc2C)c1	2%	10%	12%	0.1%	4%	0%	-2%	-0.7%	-2.3%
CCOC(=O)Cn1ncc2c3ccccc3n(CC(=O)OCC)c2c1=O	-3%	·	17%	-0.8%	-10%	3%	-3%	3.5%	·
O=C(Nc1nc(N2C(=O)c3ccccc3C2=O)n(-c2ccccc2)n1)c1ccccc1	10%	9%	-5%	-0.3%	-7%	0%	-4%	1.1%	-3.9%
COc1ccc(CNC(=O)CNC(=O)N2CC(=O)Nc3ccccc32)cc1	-1%	0%	6%	-0.5%	-5%	9%	-14%	-0.2%	·
Cc1ccc(N(C(=O)c2ccco2)C(C(=O)NC2CCCC2)c2cccnc2)cc1 (stereo not drawn)	4%	10%	9%	-0.2%	-6%	8%	-8%	0.9%	·
COc1ccccc1NS(=O)(=O)c1ccc(N/N=C(\C)C(C)C)c([N+](=O)[O-])c1	-2%	-5%	20%	-1.3%	-2%	6%	-1%	20%	0.2%
COc1ccc(NC(=O)CSCC(=O)N(C)CC(=O)Nc2cccc3ccccc23)cc1	8%	3%	·	·	1%	7%	·	1.7%	·
Cc1ccc(-c2nn(CCC(=O)NC(C)C)c(=O)c3ccccc23)cc1	-10%	5%	-7%	1.6%	9%	6%	3%	2.7%	·
CN(C)S(=O)(=O)c1cccc(NC(=O)c2ccc3nccnc3c2)c1	-1%	-10%	-5%	0.1%	0%	10%	-5%	13%	·
Cc1ccc(CN2CCNC(=O)C2CC(=O)N(C)C(C2CC2)C2CC2)o1 (stereo not drawn)	-8%	-1%	0%	0.1%	0%	5%	-6%	1.7%	-1.0%
Cc1ccc(C(=O)N2CCN(S(=O)(=O)c3ccccc3)CC2)cc1	-6%	2%	6%	-0.7%	4%	0%	-3%	-1.3%	0.3%
O=C(c1ccc(Br)cc1)N(c1ccccn1)C1CCCCC1	-4%	8%	2%	0.7%	0%	4%	0%	0.6%	·
O=C(Nc1ccc2c(c1)OCO2)C1CC(=O)N(c2ccccc2)C1 (stereo not drawn)	-2%	6%	-17%	-0.1%	-2%	5%	-6%	6.5%	·
SMILES	Salmonella PhoP GFP	MgcRacGAP inhibition	GPR35 arrestin U2OS	West Nile virus CPE	Dengue-2 NS5 capping	SV40 large T antigen	LYP phosphatase	RSV CPE inhibition	ER stress rescue	others
O=S(=O)(NCCNc1nccc(C(F)(F)F)n1)c1ccccc1	-2%	-1%	-4%	-0.1%	0%	1%	-2%	0.5%	·
CCCCN(CCCNC(=O)C1CCCN(S(=O)(=O)CC)C1)Cc1ccccc1 (stereo not drawn)	-2%	2%	-7%	0.0%	3%	-2%	-8%	-2.4%	-1.7%
Cc1nc(SCC(C)C)[nH]c(=O)c1Cc1ccccc1	-6%	8%	2%	0.1%	7%	4%	-5%	0.7%	-1.2%
Cc1c(C)c2ccc(OCC(=O)Nc3cccnc3)cc2oc1=O	-4%	-5%	-16%	-0.2%	-14%	10%	-12%	16%	·
O=C(OC1CCCCC1)c1ccc(NC(=O)c2ccco2)cc1	3%	5%	-6%	0.3%	-6%	3%	4%	15%	1.9%
COC(=O)CCC(=O)OC1(C)C(=O)C=C2C=C(C3CC3)N(Cc3ccccc3)C=C2C1=O (stereo not drawn)	-7%	9%	-8%	0.8%	15%	20%	-7%	0.4%	·
COc1ccc(/C=C/C(=O)c2ccc(C(=O)/C=C/c3ccc(OC)c(OC)c3)cc2)cc1OC	·	4%	-2%	2.9%	-1%	·	-3%	·	·
COc1ccc(OC)c(S(=O)(=O)ON2C(=O)c3ccccc3C2=O)c1	-7%	14%	6%	1.0%	13%	23%	-5%	2.5%	·
COc1cc(CCC(=O)N2CCN(c3ncccn3)CC2)cc(OC)c1OC	10%	·	16%	-0.4%	·	12%	-1%	1.6%	1.1%
CCNC(=O)/C(C#N)=C/c1c(N2CCN(c3cccc(Cl)c3)CC2)nc2c(C)cccn2c1=O	13%	3%	-6%	-0.7%	-17%	4%	0%	1.1%	·
O=C(CNC(=O)c1cccc(Cl)c1)NCCCSc1ccccc1	-6%	4%	·	·	-4%	10%	·	5.7%	·
N#CC1=C(N)Oc2c(oc(CO)cc2=O)C1c1cccs1 (stereo not drawn)	2%	8%	-15%	0.6%	-2%	35%	-4%	2.8%	0.7%
CCC(=O)Nc1c2c(nn1-c1ccc(OC)cc1)CSC2	-6%	9%	1%	0.3%	-11%	·	-13%	3.1%	·
Cc1cc(=O)n(CC(C)C)c(O)c1C#N	-31%	8%	54%	-0.2%	4%	15%	3%	0.5%	·
Nc1cc(N2CCCCCC2)c2nonc2c1[N+](=O)[O-]	-4%	12%	-16%	0.2%	12%	9%	2%	-3.5%	·
CCC(=O)NCCCc1nc2ccccc2n1Cc1ccccc1F	2%	7%	-10%	-1.0%	6%	1%	-3%	0.3%	-0.3%
COc1ccc(CCNC(=O)CCNC(=O)N2CC(=O)Nc3ccccc32)cc1	7%	11%	0%	0.4%	-13%	-2%	-1%	-0.9%	·
COc1cccc(CNC(=O)c2nnn(CC(=O)Nc3cc(Cl)ccc3C)c2N)c1	3%	0%	-3%	1.5%	-10%	0%	-13%	1.9%	·
O=C(c1ccc([N+](=O)[O-])cc1)N(Cc1cccs1)C1CCS(=O)(=O)C1 (stereo not drawn)	3%	4%	-8%	-0.5%	1%	3%	-7%	1.5%	·
COn1c(-c2ccccc2)nc2ccc(Cl)cc21	-3%	6%	1%	0.1%	-3%	2%	0%	21%	-1.6%	Dengue-2 NS5 capping pilot replicate=-5.5
Cc1ccc(C(C)C)c(OCC(O)CN2CC(C)OC(C)C2)c1 (stereo not drawn)	1%	8%	7%	-0.8%	-4%	3%	-5%	2.9%	-1.6%
O=C(NC(=S)Nc1cccnc1Cl)c1ccco1	4%	9%	-10%	0.4%	-6%	25%	1%	0.5%	·
Clc1ccc(CSc2nc3ccncc3[nH]2)cc1	23%	-1%	4%	-0.2%	-1%	5%	-6%	4.7%	-3.7%
O=C(CSC1=NCCS1)N1CCOCC1	12%	13%	12%	0.2%	-9%	10%	-11%	-0.5%	-3.1%
Cc1cc(C)n2nc(N)c(N=Nc3cccc(Cl)c3)c2n1	-1%	13%	5%	1.2%	-4%	3%	2%	3.5%	-1.4%
Cc1nn(-c2ccccc2)c(Cl)c1/C=N/NC(=O)c1ccc(CNc2ccccc2)o1	4%	11%	4%	0.2%	0%	8%	3%	17%	-1.5%
Cc1ccc([N+](=O)[O-])cc1N=C(c1cccc([N+](=O)[O-])c1)N1CCOCC1	-1%	6%	8%	-0.3%	-10%	5%	6%	6.6%	2.0%
COc1ccc(CC(=O)OCC(=O)NCCNC(=O)COC(=O)Cc2ccc(OC)cc2)cc1	0%	3%	·	·	0%	8%	·	-0.6%	·

A stretch of the results above, for reference:
SMILES	Salmonella PhoP GFP	MgcRacGAP inhibition	GPR35 arrestin U2OS	West Nile virus CPE	Dengue-2 NS5 capping	SV40 large T antigen	LYP phosphatase	RSV CPE inhibition	ER stress rescue	others
COn1c(-c2ccccc2)nc2ccc(Cl)cc21	-3%	6%	1%	0.1%	-3%	2%	0%	21%	-1.6%	Dengue-2 NS5 capping pilot replicate=-5.5
Cc1ccc(C(C)C)c(OCC(O)CN2CC(C)OC(C)C2)c1 (stereo not drawn)	1%	8%	7%	-0.8%	-4%	3%	-5%	2.9%	-1.6%
O=C(NC(=S)Nc1cccnc1Cl)c1ccco1	4%	9%	-10%	0.4%	-6%	25%	1%	0.5%	·
Clc1ccc(CSc2nc3ccncc3[nH]2)cc1	23%	-1%	4%	-0.2%	-1%	5%	-6%	4.7%	-3.7%
O=C(CSC1=NCCS1)N1CCOCC1	12%	13%	12%	0.2%	-9%	10%	-11%	-0.5%	-3.1%
Cc1cc(C)n2nc(N)c(N=Nc3cccc(Cl)c3)c2n1	-1%	13%	5%	1.2%	-4%	3%	2%	3.5%	-1.4%
Cc1nn(-c2ccccc2)c(Cl)c1/C=N/NC(=O)c1ccc(CNc2ccccc2)o1	4%	11%	4%	0.2%	0%	8%	3%	17%	-1.5%
Cc1ccc([N+](=O)[O-])cc1N=C(c1cccc([N+](=O)[O-])c1)N1CCOCC1	-1%	6%	8%	-0.3%	-10%	5%	6%	6.6%	2.0%
COc1ccc(CC(=O)OCC(=O)NCCNC(=O)COC(=O)Cc2ccc(OC)cc2)cc1	0%	3%	·	·	0%	8%	·	-0.6%	·
